HTR5A ag ctr – HTR5A agonism, opioid heterodimer counter-screen. activation, % at 9.3 µM. hit rate 0.61% among 340,000. HTR5A agonist assay, luminescence, cell-based. AID 504692; in the data active = activation mostly above about 9.5%, no sharp cut-off; inactive = mostly below about 7.6%;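 note: 0% = cells with vehicle only and 100% = reference agonist; strong numbers were not always called active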
HTR5A inv ctr – inverse agonist of human HTR5A in OPRM1-OPRD1 counter-screen | P47898 | HTR5A cell line, luminescence, inverse agonism | inhibition, % at 9.3 µM | hit rate 0.083% among 340,000 | AID 504634; in the data active = inhibition mostly above about 23%, no sharp cut-off; inactive = mostly below about 18%;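 note: 0% = cells with DMSO and 100% = no-cell wells with DMSO; some compounds called inactive have numbers as strong as hits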
V-ATPase pHluor – alters yeast V-ATPase proton transport; S. cerevisiae, pHLuorin cytosolic pH fluorescence; response, % at 10 µM; hit rate 0.37% among 350,000; AID 504577; in the data active = response mostly above about 7.3%, no sharp cut-off; inactive = mostly below about 5.4%; note: actives read high; inactives centre near 0; some compounds called inactive have numbers as strong as hits; reference of the scale not given here
Wnt act – activators of Wnt/beta-catenin signaling. Wnt/beta-catenin reporter cell assay, activator, plate reader. activation, % at 9.35 µM. hit rate 1.2% among 300,000; in the data active = activation above about 30%, passing the limit was not always enough;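 note: 0% = neutral control wells and 100% = positive control wells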
dFosB act – mouse delta FosB homodimer activation | P13346 | purified delta FosB, TAMRA-CDK5 oligo fluorescence polarization; percent of positive-control signal above neutral wells | activation, % at 25 µM | hit rate 0.99% among 340,000 | AID 493131;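 active = mean activation above about 17%, with every replicate also reaching it, limit read from the data, passing the limit was not always enough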;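 note: fluorescence polarization rise as delta FosB binds a TAMRA Cdk5 AP-1 oligo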
Target sequence (P13346 whole entry, looked up): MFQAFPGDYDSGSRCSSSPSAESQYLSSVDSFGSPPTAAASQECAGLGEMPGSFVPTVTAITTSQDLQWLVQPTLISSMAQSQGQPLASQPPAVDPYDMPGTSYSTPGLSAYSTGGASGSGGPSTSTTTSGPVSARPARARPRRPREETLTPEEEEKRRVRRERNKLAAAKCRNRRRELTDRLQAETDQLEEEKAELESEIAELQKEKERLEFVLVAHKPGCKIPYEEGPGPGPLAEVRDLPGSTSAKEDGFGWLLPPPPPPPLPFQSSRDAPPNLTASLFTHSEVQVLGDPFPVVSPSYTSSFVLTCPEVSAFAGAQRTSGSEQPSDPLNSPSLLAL
SR-BI DiI inh – inhibitors of mouse SR-BI mediated HDL lipid uptake | Q61009 | ldlA[mSR-BI] CHO cells, DiI-HDL uptake fluorescence, 3 h | inhibition, % at 12.5 µM | hit rate 0.96% among 320,000;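 active = mean replicate inhibition of at least 70% and a set share of replicates each scoring 70 or more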;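 note: 0% = median of neutral control wells and 100% = median of positive control wells; values of inactives mirror those of a sister screen read the other way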
Target sequence (Q61009 whole entry, looked up): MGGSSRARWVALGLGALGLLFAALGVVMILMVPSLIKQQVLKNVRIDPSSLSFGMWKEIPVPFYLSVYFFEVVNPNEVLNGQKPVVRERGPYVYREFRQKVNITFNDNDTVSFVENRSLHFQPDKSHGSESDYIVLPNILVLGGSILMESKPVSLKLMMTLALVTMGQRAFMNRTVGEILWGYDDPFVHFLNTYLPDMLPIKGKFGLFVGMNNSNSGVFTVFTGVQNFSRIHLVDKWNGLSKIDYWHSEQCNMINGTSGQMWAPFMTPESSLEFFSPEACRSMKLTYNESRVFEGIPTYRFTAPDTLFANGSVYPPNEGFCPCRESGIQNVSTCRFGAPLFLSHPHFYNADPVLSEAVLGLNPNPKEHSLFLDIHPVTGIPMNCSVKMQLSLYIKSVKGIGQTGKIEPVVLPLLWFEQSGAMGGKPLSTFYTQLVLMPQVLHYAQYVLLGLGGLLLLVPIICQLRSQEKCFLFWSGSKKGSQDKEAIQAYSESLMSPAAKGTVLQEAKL
MITF act – MITF TRPM1 promoter activation in melanoma cells; hit rate 0.75% among 300,000; SK-MEL-5 TRPM1-promoter luciferase, 24 h; % of positive control, neutral wells = 0; activation, % at 12.5 µM;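 active = mean activation of at least 80% with every replicate also reaching 80%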;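 note: 0% = neutral control wells and 100% = parthenolide positive control wells; values of inactives mirror those of a sister screen read the other way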
PvdQ acylase – P. aeruginosa PvdQ acylase inhibition; purified PvdQ acylase, fluorescence plate reader; inhibition, % at 10 µM; hit rate 0.063% among 340,000; AID 488965; in the data active = inhibition above about 30%, passing the limit was not always enough;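 note: 0% = vehicle neutral wells and 100% = reference inhibitor wells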
NSD2 inh – blocks human histone methyltransferase NSD2 | NSD2 peptide methylation, AlphaScreen, 120 min | inhibition, % at 12.5 µM | hit rate 0.54% among 310,000 | O96028; in the data active = inhibition above about 50%
CDK5 inh – blocks human CDK5/p35 kinase activity; Q00535+Q15078; Recombinant CDK5/p35, ADP-Glo luminescence, 60 min; inhibition, % at 10 µM; hit rate 0.01% among 330,000; AID 488839;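 active = highest replicate inhibition of at least 50% and at least 75% of replicates reaching 50%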;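 note: plate controls were DMSO neutral control for no effect and GW8510 at 10 µM for full effect; many of its hits are not listed in these tables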
* marks the source's active call; other numbers are inactive results; x = not tested or not shown.

SMILES	HTR5A ag ctr	HTR5A inv ctr	V-ATPase pHluor	Wnt act	dFosB act	SR-BI DiI inh	MITF act	PvdQ acylase	NSD2 inh	CDK5 inh
O=C(Nc1ccccc1)C(Cc1ccccc1)c1ccccc1 (centres undefined)	1.1	-4.3	-1.6	-2.4	3.8	-49.2	-6.2	-1.6	-2.2	-1.5
COc1ccc(NC(=O)N2c3ccccc3CC2C)cc1OC (centres undefined)	-0.2	0.6	0.1	x	-2.2	13.5	x	-12.0	0.4	1.5
CC(C)(C)NC(=O)CN1C(=O)/C(=C/c2ccccc2)SC1=S	0.2	-0.4	-0.6	-1.6	1.2	27.5	0.4	-4.7	-0.9	1.0
O=C1CCCCC1C(Nc1ccc(Br)cc1)c1ccccc1 (centres undefined)	5.4	14.2	1.2	2.1	-0.1	-2.3	6.4	13.1	-2.7	-0.7
CC(=O)Nc1cccc(NC(=O)c2cccc(S(=O)(=O)N3CCN(Cc4ccccc4)CC3)c2)c1	1.2	10.3	2.6	0.6	-19.1	41.8	-0.4	1.5	-3.4	-0.5
CC(=O)Nc1ccc(S(=O)(=O)N2CCCC(C(=O)N3CCN(c4ccccc4)CC3)C2)cc1 (centres undefined)	3.7	-12.5	4.6	-0.3	-9.4	-2.2	-5.8	-12.7	1.5	2.7
CC(=O)c1c(C)[nH]c(C(=O)COC(=O)Cc2ccccc2F)c1C	1.8	-4.6	1.4	26.4	-7.5	-0.2	x	-11.7	8.7	-7.5
Cc1ccccc1C(=O)Nc1ccc(C(=O)N/N=C/c2ccncc2)cc1	-0.2	0.6	2.0	-2.3	-2.8	29.4	1.4	12.1	-2.1	3.9
N#C/C(=C/c1ccc(N2CCCCC2)o1)c1cccc(F)c1	8.0	13.7	-0.1	2.7	-4.6	43.7	46.3	0.5	3.9	-6.9
CCn1c(SCC(=O)N2CCCC(C)C2)nnc1-c1ccc(S(=O)(=O)N2CCN(C)CC2)cc1 (centres undefined)	0.5	9.4	-0.7	x	-3.0	2.7	2.6	-5.1	0.1	-1.6
COC(=O)c1[nH]c(C)c(/C(O)=C2\C(=O)C(=O)N(CCCN3CCOCC3)C2c2ccccn2)c1C (centres undefined)	-0.8	-8.7	4.4	x	2.4	-6.3	-4.9	3.4	x	-0.5
Cc1cc(NC2CCCCC2)nc(N2CCOCC2)n1	-2.3	-4.7	-0.2	x	-0.9	1.7	6.8	-17.2	-0.7	-1.1
Nc1cc(S(=O)(=O)O)cc2ccc(S(=O)(=O)O)cc12	4.5	-18.4	-3.5	8.3	-3.2	6.7	5.0	-7.0	102.0*	-1.2
N#Cc1c(-c2ccc(Cl)cc2)cc(-c2cccs2)nc1SCC(=O)O	0.5	-1.8	5.4	-0.9	-28.4	-19.7	-12.1	-10.2	-1.7	0.3
C=CCOc1ccc2ccccc2c1CNCCCN1CCOCC1	4.6	0.3	-3.0	x	-3.8	-20.2	-1.5	-9.1	-1.4	-2.1
COc1ccc(NC(=O)CSc2nccn2C)c([N+](=O)[O-])c1	-5.8	15.9	-0.9	-0.5	-0.3	-50.5	17.9	-13.4	-2.9	0.5
Cc1occc1-c1nnc(SCC(=O)NC(C)(C)C)n1C(C)c1ccccc1 (centres undefined)	1.2	8.2	1.5	-0.6	0.7	2.0	-4.1	0.8	-1.9	-1.3
Cc1ccc(S(=O)(=O)N2CCN(C3CC(=O)N(c4ccc(F)cc4)C3=O)CC2)cc1C (centres undefined)	-2.3	8.2	-2.1	-2.9	-9.5	20.3	1.4	0.4	-10.5	-0.4
COc1ccc(CSc2nnc(Cc3sc(-c4ccccc4)nc3-c3ccccc3)o2)cc1	3.6	-4.7	3.2	x	-17.5	-8.1	8.5	-9.4	2.1	-0.3
COc1ccc(CN(C)C(=O)c2ccc(NS(=O)(=O)c3ccc4[nH]c(=O)[nH]c4c3)cc2)c(OC)c1	-1.6	4.2	2.2	-0.2	-14.3	-22.0	-8.2	-15.6	1.3	-0.6
O=C(N/N=C/c1ccccc1OC(=O)N1CCOCC1)c1cccs1	-2.5	6.5	5.0	x	-9.0	50.3	11.5	-0.4	-2.7	-0.9
COc1cc(C(=O)COC(=O)c2ccncc2)cc(OC)c1OC	2.7	-9.7	2.8	-1.0	-14.2	6.5	4.6	8.9	-0.9	0.9
COc1ccc(C(CNC(=O)CSc2ccccc2C)N(C)C)cc1 (centres undefined)	4.1	-11.5	-2.5	7.0	-2.1	x	x	5.1	3.7	2.0
COc1ccc(NC(=O)CSc2nnc(C3CCCCC3)n2-c2ccccc2)cc1	-0.9	-8.9	0.4	x	-16.9	18.5	0.2	-1.8	17.2	0.7
O=C(Oc1cccc(Nc2ncnc3ccccc23)c1)c1cccnc1	0.3	16.6	1.4	0.7	-12.3	-6.5	11.1	-10.0	2.3	0.8
SMILES	HTR5A ag ctr	HTR5A inv ctr	V-ATPase pHluor	Wnt act	dFosB act	SR-BI DiI inh	MITF act	PvdQ acylase	NSD2 inh	CDK5 inh
CC1=C(C(=O)OCC2CCCCC2)C(c2cccc(O)c2)NC(=O)N1 (centres undefined)	6.1	-22.4	-0.2	x	-6.3	-5.9	-3.4	-2.9	4.9	0.3
CCOC(=O)N1CCN(Cc2nc(N)nc(Nc3ccc(C)cc3C)n2)CC1	-4.4	10.9	-2.1	-1.2	0.8	-2.8	-16.9	-16.3	1.2	-0.5
COc1ccc(COC(=O)c2ccc(S(=O)(=O)N3CCC(C)CC3)cc2)cc1	3.3	-12.0	0.0	1.0	19.0*	3.1	-6.4	2.7	13.8	0.7
O=C(O)c1cccc(Cn2c(Cl)c(/C=N/NC(=O)c3ccccc3Cl)sc2=O)c1	-3.2	-14.3	x	x	-1.7	-2.6	9.3	2.7	3.0	0.4
CC(=O)c1sc(NC(=O)CS(=O)(=O)c2ccccc2)nc1-c1ccccc1	4.7	5.9	18.4*	0.4	-15.6	-3.9	12.2	-4.4	1.2	-0.1
O=C(c1c(F)cccc1F)N1CCCc2ccccc21	7.2	2.5	1.1	-1.3	-8.7	8.2	3.3	-5.4	1.6	-0.6
Cc1ccc(C(=O)NC(C)c2ccc(F)cc2)cc1 (centres undefined)	-0.2	0.7	-3.3	2.4	2.8	-25.9	0.0	3.7	-1.6	-2.5
CCOC(=O)N1CCN(c2c(NCc3ccc(F)cc3)c(=O)c2=O)CC1	1.8	-15.2	-0.4	-10.4	-1.4	x	-23.2	-14.9	x	1.9
O=C(Cn1c(Cc2ccccc2)nc2ccccc21)NCc1ccc2c(c1)OCO2	x	x	1.9	14.9	0.7	2.6	-6.3	-7.0	0.4	-0.3
O=c1c2cnn(-c3ccccc3)c2ncn1Cc1cccc(Cl)c1	1.0	-2.8	-4.2	-0.2	-9.3	-14.3	9.8	-5.2	x	-0.4
O=C(CCSc1nnc(-c2ccccc2)o1)N1CCOCC1	-3.8	21.3	2.2	2.0	-1.1	-1.4	7.4	18.3	-1.6	-1.3
CCOc1ccc(NC(=O)N2CCC(n3nnc4cc(C)ccc43)CC2)cc1	-0.6	1.4	-0.7	-4.5	-12.7	48.7	x	-11.2	-2.1	0.5
COc1ccccc1NC(=O)CN1C(=O)C2(OCCCO2)c2ccccc21	2.7	-10.2	6.9	0.1	-9.0	13.0	-8.8	-16.5	-1.5	-0.7
COc1cccc(C(=O)NC2CC3CCCC(C2)N3CC(=O)Nc2ccccc2C(F)(F)F)c1 (centres undefined)	5.3	-15.8	10.4	0.1	-6.9	x	-22.3	3.2	-1.5	-2.5
Cc1cc(NC(=O)CS(=O)(=O)c2ccc(F)cc2)no1	3.8	-10.4	7.1	0.6	-5.0	4.7	-2.2	2.8	6.4	0.3
CCOC(=O)N1CCN(C(=O)C2CCCN(S(C)(=O)=O)C2)CC1 (centres undefined)	4.6	-19.4	-3.6	-5.2	0.3	33.4	3.9	-12.0	-2.5	1.3
C[C@H](CO)N1C[C@H](C)[C@@H](CN(C)Cc2ccncc2)Oc2c(cccc2N(C)C)C1=O	-0.5	-9.5	-0.5	0.0	0.9	5.7	-5.7	-5.1	x	-1.4
CCOc1ccccc1NC(=O)C1C2CCC3C(CCC21)C3(Cl)Cl (centres undefined)	-4.2	5.5	1.6	0.9	-1.1	73.0*	0.4	12.3	-0.6	1.7
N#Cc1ccccc1OCCOCCNC1CCCC1	2.3	-3.5	0.5	-2.5	3.9	2.9	3.9	-10.8	-20.7	0.4
Clc1ccc(Cl)c(-c2nn3c(Cn4cnc5ccccc54)nnc3s2)c1	-7.3	-0.8	-0.1	x	-3.6	-25.3	2.6	0.6	x	-0.6
CCOc1ccccc1NC(=O)NCc1ccccc1	0.7	-1.6	-3.1	3.7	-2.4	16.5	6.6	0.3	0.0	-0.6
CC1CN(c2ccc(S(=O)(=O)N3CCOCC3)cn2)CC(C)O1 (centres undefined)	-3.9	10.0	-6.5	x	0.6	-16.9	-13.0	-0.4	-1.9	-0.8
Cc1cc(C)nc(NC(=O)c2cccc([N+](=O)[O-])c2C)n1	2.7	-2.8	1.4	x	-0.4	-34.0	x	-13.5	21.1	0.9
Cc1cccc(NC(=O)C2CCN(c3nc(C)cc(C)n3)CC2)c1	1.4	-4.2	-4.3	-3.7	-4.1	x	x	3.7	-6.0	-1.2
COc1cccc(C(=O)NNC2=CC(=O)CC(C)(C)C2)c1	5.7	13.7	-1.8	-1.1	-0.5	-33.0	9.5	-3.6	-3.5	0.9

Ordered by formula weight (largest number first): part of the list above.
SMILES	HTR5A ag ctr	HTR5A inv ctr	V-ATPase pHluor	Wnt act	dFosB act	SR-BI DiI inh	MITF act	PvdQ acylase	NSD2 inh	CDK5 inh
CCOC(=O)N1CCN(c2c(NCc3ccc(F)cc3)c(=O)c2=O)CC1	1.8	-15.2	-0.4	-10.4	-1.4	x	-23.2	-14.9	x	1.9
O=c1c2cnn(-c3ccccc3)c2ncn1Cc1cccc(Cl)c1	1.0	-2.8	-4.2	-0.2	-9.3	-14.3	9.8	-5.2	x	-0.4
Cc1cccc(NC(=O)C2CCN(c3nc(C)cc(C)n3)CC2)c1	1.4	-4.2	-4.3	-3.7	-4.1	x	x	3.7	-6.0	-1.2

Next entries follow:
SMILES	HTR5A ag ctr	HTR5A inv ctr	V-ATPase pHluor	Wnt act	dFosB act	SR-BI DiI inh	MITF act	PvdQ acylase	NSD2 inh	CDK5 inh
COC(=O)[C@]1(Cc2ccccc2)N[C@H](CN(C)C(=O)C2CCCCC2)[C@@H]2C(=O)N(Cc3ccccc3)C(=O)[C@@H]21	-1.3	4.7	2.0	-1.6	1.1	24.7	-5.9	-2.3	x	2.6
COc1cc(NC(=O)[C@@H]2CCCN(S(=O)(=O)c3cccc4cccnc34)C2)cc(OC)c1OC	0.4	-7.7	-9.3	-1.4	2.3	21.1	1.3	-13.3	x	-1.0
CCCCCCn1c(C)nc2c(c1=O)c1nc3ccccc3nc1n2/N=C/c1ccco1	-0.9	2.5	0.2	-5.2	-30.9	9.7	x	3.2	0.1	-1.1
CC1CCN(C(=O)COc2cccc3c2CCN(C)C3=O)CC1	2.2	-21.7	1.5	2.6	-6.6	-16.6	-9.9	3.6	-6.0	0.1
CNC(=O)NC(=O)CSc1nc2sccc2c(=O)n1-c1ccccc1	-0.1	0.3	-2.1	-3.0	-6.7	x	-1.2	12.0	-0.6	-0.3
COc1ccc2nc(SCC(=O)Nc3c(C)cc(C)cc3C)[nH]c2c1	5.4	-3.7	2.1	-1.6	-1.4	5.2	x	-11.2	10.4	-0.2
CC(=O)Nc1sc(C)c(C)c1C(=O)OCC(=O)N(Cc1ccccc1)C(C)C	1.3	-3.5	2.5	-1.2	-0.4	57.9	-10.2	-11.3	-0.2	-1.3
O=C(NNC(=S)NCc1ccco1)C(c1ccccc1)c1ccccc1	-6.8	3.3	-2.5	-1.3	10.0	3.2	7.7	-15.4	-1.2	0.2
